Assay outcomes (PubChem BioAssay)
Eya2 phos inh: Eya2 (human) phosphatase inhibition; recombinant Eya2, OMFP fluorescence dephosphorylation (OMFP is methylfluorescein phosphate); 330,000 compounds, 0.006% hits; O00167; Potency, µM (top dose mostly 76.9 µM), for inactives: top-dose activity, negative = inhibition, usual class: inhibitors; AID 488837; further: potency means the concentration at half of the fitted maximal effect; on the % scale 0 is the no-effect control and ±100 the full control effect
Target sequence (O00167 whole entry, looked up): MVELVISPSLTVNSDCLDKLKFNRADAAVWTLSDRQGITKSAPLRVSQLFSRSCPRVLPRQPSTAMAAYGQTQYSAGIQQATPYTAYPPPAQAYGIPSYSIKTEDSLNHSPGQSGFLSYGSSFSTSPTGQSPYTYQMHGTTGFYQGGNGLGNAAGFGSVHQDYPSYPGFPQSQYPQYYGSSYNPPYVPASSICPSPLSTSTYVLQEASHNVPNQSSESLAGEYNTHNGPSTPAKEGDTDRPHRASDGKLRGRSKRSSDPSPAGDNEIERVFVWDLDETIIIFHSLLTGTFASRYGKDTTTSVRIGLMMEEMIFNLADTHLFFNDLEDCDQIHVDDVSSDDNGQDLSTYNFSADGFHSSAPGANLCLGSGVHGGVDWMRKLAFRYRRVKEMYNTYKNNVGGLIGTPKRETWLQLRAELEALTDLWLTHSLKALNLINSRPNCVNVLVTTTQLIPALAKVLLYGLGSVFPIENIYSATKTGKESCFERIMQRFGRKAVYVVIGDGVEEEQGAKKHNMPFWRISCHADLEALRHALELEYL
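Eya2 protein (added as 0.2 uM solution) was preincubated with compound for 10 min at ambient temperature in 50 mM HEPES pH 7.5, 50 mM NaCl, 5 uM MgCl2, 0.05% BSA, 1 mM DTT. OMFP (added at 50 uM) then reacted 10 min; fluorescence read at 485/525 nm.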
Tb PFK inh: inhibitors of T. brucei phosphofructokinase; O15648; T. brucei PFK, ADP-Glo luminescence; 330,000 compounds, 0.17% hits; Potency, µM (top dose mostly 57.5 µM), for inactives: at the highest dose activity, negative = inhibition, most hits filed as inhibitors;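 further: potency means the concentration at half of the fitted maximal effect; 0% = uninhibited 1x PFK enzyme wells and -100% = no-enzyme wells; nearly all actives have a fitted effect of over 60% in size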
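ADP-Glo luminescence quantified ADP after 45 min at room temperature, with 1.25 nM T. brucei PFK, 0.1 mM ATP and 0.5 mM fructose-6-phosphate in pH 8.0 TEA buffer. qHTS titrations up to 57 µM; curves classified by quality.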
PTAP TSG101 blk: blocks PTAP/TSG101 interaction to inhibit HIV-1 budding; Q99816; Fluorescence polarization, FITC-PTAP peptide / Tsg101 binding; Potency, µM (doses to about 115 µM), without a hit: at the highest dose activity change, negative = inhibition, most hits filed as inhibitors; 340,000 tested, under 10 active; active means well fitted inhibition curve with a large enough effect in the main read-out, with a control signal flat, not every such curve was filed as active; inconclusive means small, poorly fitted or top-dose-only effect, or effect the other way, or a change in a side signal; inactive means no such curve, though single readings can be large or run the other way; further: potency means the concentration at half of the fitted maximal effect; % of control where 0% means no effect
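Fluorescence polarization binding of Tsg101 binding domain (10 uM final) to FITC-labeled PTAP peptide (50 nM final) in HEPES pH 7.5 buffer with NaCl, Tween 20, EDTA, TCEP. Compounds added before peptide; binding 20 min at RT.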
Chronic BCR inh: inhibitors of chronic active B-cell receptor signaling. AID 493014. 340,000 compounds, 0.05% hits. ABC-DLBCL IkBa-CBG/CBR reporter, luminescence ratio, 4 h. Potency, µM (series often up to 46.1 µM), without a hit: at the top dose ratio change, negative = lower green/red ratio, actives largely listed as inhibitors; active means well fitted inhibition curve with a large enough effect in the signal ratio, with a control signal flat, not every such curve was filed as active; inconclusive means small, poorly fitted or top-dose-only effect, or effect the other way, or a change in a side signal; the % refers to the signal ratio;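 further: potency means the concentration at half of the fitted maximal effect; plate controls were basal doxycycline-induced cells for no effect and cells given 10 µM MG132 for full effect; MG132 reads +100%, hits lower the ratio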
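TMD8 ABC-DLBCL cells carrying doxycycline-inducible green luciferase fused to IkappaBalpha plus unfused red luciferase were exposed to compounds (up to 46 uM) for 4 hrs at 37C. Activity came from the overlap-corrected green/red luminescence ratio.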
TCR activator: T cell receptor activation | Potency, µM (series often up to 9.22 µM), inactives show at the top dose activation of IL-2 secretion, most hits filed as activators | AID 504894 | primary human leukocytes, anti-CD3, IL-2 HTRF, 48 h | 330,000 tested, under 10 active; further: % of control where 0% means no effect
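HTRF read-out of IL-2 secretion: europium cryptate donor excited at 320nm, d2 acceptor emission at 665nm. Cells were primary human leukocytes incubated 48 hr with compounds and a-CD3 beads, supplying TCR signal only.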
Mito fusion act: mitochondrial division inhibition or fusion activation. S. cerevisiae fusion-defective mutant growth rescue, CellTiterGlo 48 h. Potency, µM (highest dose often 46.1 µM), for the others: top-dose growth rescue (activation), most hits filed as activators. 320,000 compounds, 0.23% hits. AID 485298;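 further: potency means the concentration at half of the fitted maximal effect; % of control where 0% means no effect; nearly all actives have a fitted effect of over 45% in size; temperature-sensitive fusion mutants such as fzo1-1 at 37 °C on non-fermentable ethanol glycerol medium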
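Temperature-sensitive fusion-defective S. cerevisiae (e.g. fzo1-1, mgm1-5) were grown with compound in YPEG medium (3% ethanol, 3% glycerol) for 48 hours at 37C. Growth rescue was measured as viability by CellTiterGlo luminescence after 10 minutes at ambient.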
uPA surface inh: cell surface uPA generation inhibition. cell surface uPA generation assay, qHTS. Potency, µM (series often up to 38.3 µM), for the others: at the top dose activity change, negative = inhibition, hits mostly inhibitors. 330,000 compounds, 0.31% hits; active means well fitted inhibition curve with a large enough effect; inconclusive means small, poorly fitted or top-dose-only effect; inactive means no such curve, though single readings can be large or run the other way; tested in mouse RAW 264.7 cells; further: potency means the concentration at half of the fitted maximal effect; on the % scale 0 is the no-effect control and ±100 the full control effect; nearly all actives have a fitted effect of over 55% in size
ELG1 DNA repair: blocks ELG1-dependent DNA repair in HEK293T cells; HEK293T ELG1-luciferase reporter, luminescence, 16 h; DNA damage induced by 5-fluorouridine; Potency, µM (doses to about 46.1 µM), for inactives: top-dose activity change, negative = inhibition, actives largely listed as inhibitors; 330,000 compounds, 2.3% hits; AID 504467; further: potency means the concentration at half of the fitted maximal effect; on the % scale 0 is the no-effect control and ±100 the full control effect; nearly all actives have a fitted effect of over 55% in size
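Reporter activity after DNA damage by 5-fluorouridine is monitored. Compound-treated cells incubate 16 hr at 37 °C, then ONE-Glo is added for 30 min before luminescence reading.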
B2AR arrestin: recruits beta-arrestin to the human beta2-adrenergic receptor; beta-arrestin recruitment to beta2AR, cell-based reporter; Potency, µM (doses to about 46.1 µM), for the others: at the highest dose activation, most hits filed as activators; 330,000 compounds, 0.02% hits;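 further: potency means the concentration at half of the fitted maximal effect; 0% = DMSO controls and full agonism = EC100 isoproterenol or metaproterenol; nearly all actives have a fitted effect of over 65% in size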
Target sequence (P07550 whole entry, looked up): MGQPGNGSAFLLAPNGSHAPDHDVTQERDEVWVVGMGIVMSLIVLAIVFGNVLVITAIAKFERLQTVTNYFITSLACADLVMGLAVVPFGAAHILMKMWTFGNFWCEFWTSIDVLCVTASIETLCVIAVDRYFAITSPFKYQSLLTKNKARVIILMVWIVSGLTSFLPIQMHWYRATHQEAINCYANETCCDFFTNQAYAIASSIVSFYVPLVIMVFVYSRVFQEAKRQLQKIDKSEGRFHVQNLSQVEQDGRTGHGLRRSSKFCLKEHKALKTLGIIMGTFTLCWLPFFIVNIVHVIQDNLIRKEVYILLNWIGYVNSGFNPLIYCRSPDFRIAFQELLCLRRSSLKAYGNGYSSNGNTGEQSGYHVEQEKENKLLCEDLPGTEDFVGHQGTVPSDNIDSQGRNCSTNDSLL
TSHR antagonist: antagonists of human thyroid stimulating hormone receptor | P16473 | TSHR-expressing cells, TSH-stimulated cAMP HTRF, 2 h; stronger effect = lower value | activity change, negative = inhibition, % at 11.5 µM | 330,000 compounds, 0.2% hits;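 active means activity change below a set negative limit, meaning inhibition stronger than a set level, cut at about -70% in these data; inconclusive means activity change between two set negative limits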; further: on the % scale 0 is the no-effect control and ±100 the full control effect
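Cell-based HTRF cAMP assay; TSHR cells + compound, TSH EC80 (4nM final), 2 h, 37 deg C. Lysis with anti-cAMP cryptate and cAMP-d2, 30 min RT, read 665/620 nm.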
USP2a inh: blocks human ubiquitin-specific protease USP2a. USP2 core, Ub-CHOP2 coupled fluorogenic reporter, 485/531. Potency, µM (series often up to 38.3 µM), inactives show at the highest dose activity change, negative = inhibition, actives largely listed as inhibitors. 330,000 compounds, 0.01% hits. AID 463254;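 further: potency means the concentration at half of the fitted maximal effect; plate controls were DMSO wells for no effect and full inhibition by NEM control for full effect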
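Deubiquitinase activity read as fluorescence (485/531 nm) after Ub-CHOP2 cleavage activates the enterokinase reporter on its substrate; USP2 core 10nM, Ub-CHOP2 and substrate 25nM each, 30min compound preincubation then 60min RT; data normalized to NEM, curves fitted.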
* hit, by the source's call; ? = inconclusive; . = no result given; [ ] = remark or other dose. Unless noted, the call rests on the fitted dose curve; in most records, active means well fitted curve in the direction sought with a large enough effect; inconclusive means small, poorly fitted or top-dose-only effect, or another doubt; inactive means no such curve, though single readings can be large; an effect the other way counts as inactive or inconclusive.

Sequence of screens – Eya2 phos inh	Tb PFK inh	PTAP TSG101 blk	Chronic BCR inh	TCR activator	Mito fusion act	uPA surface inh	ELG1 DNA repair	B2AR arrestin	TSHR antagonist	USP2a inh
CCN(C(=O)CN1C(=O)NC2(CCc3ccccc32)C1=O)C1CCCCC1 (configuration not stated)
→ -27%	?	-2%	7%	5%	-2%	1%	3%	-0.5%	-9	0%
CCOC(=O)C=C(C(=O)OCC)C(=O)OCC
→ -8%	0%	0%	5%	-1%	-8%	-3%	2%	-0.4%	-3	0%
Cc1ccccc1OCc1nnc(SCC(=O)N2c3ccccc3Sc3ccc(Cl)cc32)o1
→ 12%	2%	-8%	4%	0%	3%	3%	-29%	-0.1%	0	1%
O=[N+]([O-])c1ccc(O)c2cccnc12
→ -13%	-1%	-2%	-4%	-1%	-5%	2%	-7%	0.0%	-8	-11%
CN(C)c1ccc(/C=N/Nc2ccc(-n3ccnc3)nn2)cc1
→ 8%	0%	2%	?	2%	-1%	2%	13%	2.4%	1	-1%
O=C(NCC1([N+](=O)[O-])CN(C(=O)c2ccccc2)CN(C(=O)c2ccccc2)C1)c1ccccc1
→ 5%	-1%	-1%	?	-1%	3%	-4%	4%	-0.5%	7	1%
CCOc1ccc2[nH]c3c(NCC(C)C)ncnc3c2c1
→ -8%	0%	-8%	?	-8%	-4%	-24%	?	-0.1%	-3	0%
O=C(NCc1csc2ccccc12)Nc1cc(Cl)cc(Cl)c1
→ -3%	-5%	1%	?	-5%	-3%	-6%	?	-0.4%	-20	2%
Cc1ccc(C(O)(COC(=O)C(C)C)COC(=O)C(C)C)c(O)c1
→ -7%	4%	-3%	12%	1%	-17%	?	-6%	0.3%	-15	0%
CCOCCCN1C(=O)CN(C2CCCCC2)C(=O)C1c1ccc(OCC)c(OC)c1 (configuration not stated)
→ -19%	-4%	-4%	-2%	-2%	0%	.	?	-0.3%	-12	3%
CCn1c(SCC(=O)Nc2cccc(F)c2)nnc1-c1cc2cc(Br)ccc2o1
→ -19%	-6%	-9%	-5%	7%	7%	1%	20%	0.0%	9	0%
CC(=O)N1CCc2cc(Br)cc(S(=O)(=O)NCCCN(C)Cc3ccccc3)c21
→ 12%	-4%	-2%	-8%	10%	14%	-1%	2%	-0.8%	12	-1%
CCC(CC)NC(=O)c1ccc2c(c1)OCCO2
→ 1%	-11%	-1%	0%	-4%	2%	1%	?	0.2%	4	3%
Cc1ccccc1N1CC(C(=O)Nc2nnc(SCC(=O)Nc3nccs3)s2)CC1=O (configuration not stated)
→ 0%	-5%	-1%	-1%	2%[46.1 µM]	2%	5%	-8%	-0.3%	-3	3%
COc1cccc(NC(=O)CC(C)=O)c1
→ 6%	-5%	-1%	-8%	8%[46.1 µM]	19%	6%	24%	-0.4%	-1	3%
Cn1ncc(C(=O)Nc2ccc(Cl)cc2)c1C(F)(F)F
→ 8%	-1%	-6%	?	-6%	-3%	-1%	0%	-0.7%	4	1%
C=CCc1ccccc1OCCCCN1CCCC1
→ 22%	5%	-3%	?	-1%	-1%	7%	-7%	-0.1%	1	2%
COCC(=O)Nc1ccc(C(N)=O)cc1
→ 20%	-3%	-3%	0%	-1%	-6%	1%	19%	-1.1%	-14	4%
CC(C)(C)n1nc2c(c1NC(=O)Cc1ccccc1)CS(=O)(=O)C2
→ -2%	-5%	1%	-1%	-5%	0%	-3%	4%	-0.1%	5	0%
COc1ccc(C(=O)Nc2ccccc2C(=O)NCc2ccco2)cc1
→ -7%	-2%	-1%	1%	-2%	7%	-4%	-6%	-1.0%	5	2%
O=S(=O)(/C=C/c1ccccc1)NCc1ccccc1Cl
→ -4%	-8%	-10%	2%	5%[46.1 µM]	17%	14%	?	-0.4%	-8	-1%
COc1cccc(CNC(=O)C2CCN(S(=O)(=O)c3cnc[nH]3)CC2)c1
→ -16%	5%	-5%	?	-3%	-4%	1%	0%	0.5%	-9	1%
O=C(NCCc1ccccc1)c1ccc2c(c1)OCCO2
→ 9%	-2%	0%	?	.	0%	-9%	?	-0.4%	-2	1%
CC(C)CC1CCCCC1OC(=O)CN1CCCCC1 (configuration not stated)
→ 2%	5%	-1%	-1%	2%	-11%	-3%	-4%	-0.2%	10	2%
CC(=O)c1cccc(NC(=O)C2COc3ccccc3O2)c1 (configuration not stated)
→ 7%	0%	-1%	?	2%	0%	-15%	?	-1.1%	8	0%
CC(C)C(=O)NC(Nc1cccc2cccnc12)C(Cl)(Cl)Cl (configuration not stated)
→ 9%	1%	-11%	6%	-4%	10%	-6%	-13%	-0.6%	0	0%
CC1Cc2ccccc2N1C(=O)CO/N=C/c1ccc(OC(F)F)cc1 (configuration not stated)
→ -5%	4%	0%	-6%	0%[46.1 µM]	20%	0%	0%	-0.2%	-9	4%
O=C(CCC(=O)N1CCOc2ccc(Cl)cc21)NCCN1CCOCC1
→ 10%	?	-1%	-5%	5%	4%	-5%	6%	-0.1%	0	3%
CCCn1c(SCC(=O)N2CCCCC2)nnc1C(C)C
→ -2%	2%	0%	6%	0%	2%	3%	?	0.1%	-8	0%
CCn1c(O)c(N=NC(=O)CNc2ccc(C)cc2)c2ccccc21
→ -4%	0%	-1%	-4%	1%[46.1 µM]	25%	-1%	-4%	-0.8%	5	3%
Fc1c(F)c(F)c(SCn2cc(Br)cn2)c(F)c1F
→ 1%	-2%	2%	6%	12%	0%	0%	0%	0.1%	2	0%
CCCCOC(=O)c1ccc(NC(=O)CN2C(=O)NC3(CCCCCC3)C2=O)cc1
→ -19%	3%	-11%	1%	7%	4%	8.9µM*	18%	0.3%	9	-5%
N#Cc1ccc(/C=N/NC(=O)c2cccc(S(=O)(=O)N3CCOCC3)c2)cc1
→ -19%	-1%	-5%	-1%	0%	0%	-7%	0%	-0.2%	1	2%
CCc1nnc(NS(=O)(=O)c2ccc(NS(=O)(=O)c3ccccc3)cc2)s1
→ 15%	-2%	-8%	2%	.	0%	11%	10%	0.0%	4	3%
CCN(CC)S(=O)(=O)c1ccc(F)c(C(=O)OC2CC(C)OC2=O)c1 (configuration not stated)
→ 6%	-1%	0%	10%	-2%	-2%	3%	6%	0.2%	-11	-1%
CCCn1c(SCC(=O)N(C)CC(=O)Nc2ccc(Cl)cc2)n[nH]c1=O
→ 1%	-1%	-2%	-3%	5%	-5%	5%	-2%	0.0%	-18	1%
CCOC(=O)C(C)Sc1nc(-c2ccccc2)nc2ccc(F)cc12 (configuration not stated)
→ 5%	1%	-3%	0%	-5%	-8%	3%	-4%	-0.6%	35	1%
Cc1ccc(Cn2nnnc2CN2CCC(O)(c3ccccc3F)CC2)cc1
→ -23%	-3%	1%	2%	-8%[46.1 µM]	5%	-7%	?	-0.5%	-11	3%
COc1ccccc1NC(=O)CCN1C(=O)/C(=C\c2cc(OC)c(OC)c(OC)c2)SC1=S
→ -5%	3%	4%	?	1%	-5%	3%	?	0.0%	5	-1%
COc1cc(C(=O)OCC(C)=O)ccc1OCc1c(C)noc1C
→ -4%	9%	-1%	-5%	-9%	0%	-17%	?	0.1%	9	1%
O=C(Cn1nnc(-c2ccccc2NC(=O)c2ccco2)n1)NC1CCCCC1
→ -6%	1%	-7%	1%	-3%	1%	1%	-8%	-0.8%	2	0%
CCOc1ccc(-c2nnc(NC(=O)Cc3ccc(OC)cc3)o2)cc1
→ 23%	0%	0%	8%	-4%	-18%	0%	4%	-0.1%	8	0%
Cc1ccccc1N1C(N)=NC(N)=NC1(C)C
→ 14%	1%	6%	6%	7%	5%[9.22 µM]	-2%	9%	-0.2%	14	1%
CCOCCc1c(O)nc(SCCOc2ccc(C)c(C)c2)[nH]c1=O
→ 2%	-11%	-2%	4%	8%	8%	-3%	0%	-0.1%	3	0%
Cc1ccc(OCc2cc(C(=O)N(C)CC3CCOCC3)no2)cc1C
→ -9%	-5%	-3%	-4%	-3%	-5%	-9%	?	-0.3%	11	0%
C[C@]12c3[nH]c4cc(-c5ccco5)ccc4c3CCN1C(=O)[C@@H](CC(=O)NCc1cccc(C(F)(F)F)c1)C[C@@H]2C(=O)N1CCCCC1
→ 6%	-4%	1%	-7%	2%[46.1 µM]	.	?	-7%	-1.1%	-6	-8%
